NCI-60 one-dose screen, 48 h, at 10 µM unless noted. Numbers give growth in % (100 = growth as untreated, 0 = no growth, -100 = all killed).
786-0: 786-0 renal cancer cells. 5.1% of 81,000 active. AID 1794775
U251: U251 CNS tumor cells | 5.4% of 80,000 active
TK-10: TK-10 renal cancer cells; AID 1794769; 3.9% of 81,000 active
PC-3: PC-3 prostate cancer cells. 3.9% of 80,000 active
SN12C: SN12C renal cancer cells; 3.8% of 81,000 active; AID 1794767
DU-145: DU-145 prostate cancer; 4.2% of 81,000 active; AID 1794760
SF-295: SF-295 CNS cancer cells | AID 1794758 | 5.6% of 79,000 active
UO-31: UO-31 renal cancer. 5.2% of 81,000 active. AID 1794768
SF-539: SF-539 CNS cancer; AID 1794752; 6.8% of 81,000 active
* marks the source's active call; other numbers are inactive results; nt = no result given; & = joins results of further samples. Rule for the calls: active = growth percent below 10; inactive = the rest.

SMILES	786-0	U251	TK-10	PC-3	SN12C	DU-145	SF-295	UO-31	SF-539
C=CC(=O)N1CCN(c2cccc(Oc3nccc(Nc4nnc(-c5ccc(OC)cc5)s4)n3)c2)CC1	103	98	135	72	102	93	83	66	97
O=C(COc1ccc(/C=C2\COc3ccccc3C2=O)cc1)Nc1nccs1	89	73	89	nt	114	107	112	73	86
O=C(Nc1ccccc1[N+](=O)[O-])c1ccc(Cl)cc1Cl	99	107	95	88	93	109	122	99	97
COc1ccc(S(=O)(=O)NC2C3c4ccccc4C(c4ccccc43)C2O)c(OC)c1 (stereo not drawn)	104	107	106	90	104	110	102	74	115
N[C@@H](Cc1c[nH]c2ccccc12)C(=O)O	109	105	111	107	113	117	107	104	nt
Cc1ccc(C(=O)c2ccc3nc(-c4ccc(Br)cc4)n(C)c3c2)cc1	99	102	96	110	107	114	107	97	108
CC(=O)c1ccc(S(=O)(=O)Cl)cc1	111	98	112	95	98	109	99	102	105
O=C(O)C(=O)c1ccc(-c2ccccc2)cc1	102	97	97	240	99	109	96	92	94
Cc1ccc(-c2csc(NC(=O)CCCCl)n2)cc1	87	95	99	95	89	100	83	74	96
CC(C)CSc1nc(N/N=C/c2cc(Cl)ccc2O)c(C#N)c(-c2ccc(Cl)cc2)n1	94	58	95	49	nt	87	91	84	84
CN(C)CCOc1ccccc1NC1=C(Cl)C(=O)C(Nc2ccccc2OCCN(C)C)=C(Cl)C1=O	75	69	85	84	-70*	85	103	38	101
O=c1[nH]c(=S)[nH]cc1Oc1ccc(Cl)cc1Cl	88	97	113	95	86	205	96	88	94
COC(=O)C1=Nc2ccc(F)cc2/C1=C\c1sc(Nc2ccc(O)cc2)nc1O	66	46	97	52	86	94	61	63	55
CCN(CC)c1ccc(-c2cc(-c3cc(OC)c(OC)c(OC)c3)nc(N3CCC(O)CC3)c2C#N)cc1	-22*	-32*	3.1*	13	14	1.6*	-62*	-44*	-44*
Cc1cc(C)c(SSc2nnnn2-c2ccccc2)c(C)c1	106	91	108	95	99	106	nt	94	97
CCN(CC)CCCC(C)Nc1ccnc2cc(C)c(C)cc12 (stereo not drawn)	99	98	92	89	99	107	103	82	94
CCCCCCNC(=O)Oc1ccc(/C(=C(/C)Cc2ccc(OC)cc2)c2ccc(OCCN(C)C)cc2)cc1	59	23	72	56	60	79	66	39	73
Cc1cc(C)nc(/C=C(\NC(=O)c2ccccc2)c2ccccc2)c1	92	84	105	99	94	94	89	66	94
COc1cc(OC)c(C(=O)O)c(OC)c1OC	95	106	96	99	109	93	98	91	98
NC(=O)c1ccccc1Nc1ccc2nnc(-c3ccncc3)n2n1	79	79	99	80	62	99	103	93	98
CCOC(=O)c1ccc2c(c1)nc(NS(=O)(=O)c1ccc(C)cc1)n2-c1cc(OC)c(OC)c(OC)c1	99	101	98	nt	99	107	100	88	101
CC(C)(C)c1cc(-c2nc3ccc(N4CCN(S(C)(=O)=O)CC4)cc3[nH]2)cc(C(C)(C)C)c1O	101	90	90	92	98	99	91	97	87
CN(C)c1nc(N)c2nccnc2n1	109	112	104	104	100	108	84	nt	105
CCCCCCCC/C=C\CCCCCCCCOc1ccc(CC(=O)NCC[N+]2(C)CCCC2)cc1	49	15	39	9.5*	42	78	75	93	65
O=C(CSc1nc2sc3c(c2c(=O)n1-c1ccccc1)CCCCC3)N/N=C/c1ccc(F)cc1	64	7.0*	69	46	16	-0.5*	17	88	-40*
N/C(=N\c1nc2ccccc2o1)NC(=O)Nc1ccccc1	87	101	105	101	97	106	97	95	102
COc1ccc(C(=O)/C=C/c2cn(-c3ccc(F)cc3)nc2-c2ccc(S(C)(=O)=O)cc2)cc1	104	84	148	82	75	76	102	66	89
Cc1ccc2[nH]c(=O)c(C(c3ccc(Cl)cc3)c3c(O)c4cc(C)ccc4[nH]c3=O)c(O)c2c1	92	79	98	77	91	105	78	63	88
O=C(O)COc1c(Cl)c(Cl)cc(Cl)c1Cl	115	102	97	100	101	109	121	94	101
COc1cc(NC(=O)Nc2cnc(Nc3ccc(N4CCOCC4)cc3)nc2Oc2ccc(F)cc2)cc(OC)c1	39	79	116	83	62	86	109	93	89
CC(=O)Nn1cnc2c(=S)nc[nH]c21	100	87	98	92	99	108	95	92	nt
COC(=O)C1(C)CCc2c(ccc3ccccc23)C1=O (stereo not drawn)	104	91	92	105	106	108	98	92	106
COC(=O)c1cccc2c1c(/C=C1\SC(=S)NC1=O)cn2C	102	105	91	102	103	110	96	87	114
CCCCC(=O)Nc1c(C(=O)Nc2ccccc2)sc2nc3c(cc12)C(OC(=O)CCCC)CCC3 (stereo not drawn)	84	80	98	91	97	88	101	89	95
CC(=O)C(Cc1ccc(Cl)cc1)c1ccccc1 (stereo not drawn)	96	89	100	89	97	111	99	92	102
NC(N)=Nc1ccc(Oc2cccc(Nc3cccc(C(F)(F)F)c3)c2)cn1	34	-63*	70	-75*	-14*	-11*	-86*	43	71
COc1ccc(Cc2cnc(NC(=O)c3ccc4c(c3)OCCO4)s2)cc1	27	12	41	23	31	15	11	55	-1.9*
Cc1nc([C@H]2CC[C@H]3[C@@H]4CCC5=CC(=O)CC[C@]5(C)[C@H]4CC[C@]23C)cs1	63	66	103	20	84	100	46	76	93
CC1=CC(=O)C(/C(C)=N/NC(=O)c2ccccc2NC(=O)c2ccccc2)C(=O)O1 (stereo not drawn)	98	82	109	90	89	101	95	83	103
O=c1cc(C(F)(F)F)[nH]n1-c1nc2ccccc2[nH]1	103	90	102	75	83	90	62	81	100
C=C(C)[C@@H]1CC[C@]2(COCCC#N)CC[C@]3(C)[C@H](CC[C@@H]4[C@@]5(C)Cc6c([nH]c7ccccc67)C(C)(C)[C@@H]5CC[C@]43C)[C@@H]12	101	102	100	93	99	100	104	94	101
COc1ccc(-c2nc(-c3ccc(OC)cc3)c3ccccc3n2)cc1	98	70	101	81	89	94	99	66	91
Cc1ccc(NC(=O)NC2OC(=O)c3ccccc32)cc1 (stereo not drawn)	111	108	107	96	94	113	105	74	103
CNS(=O)(=O)c1ccc2ccccc2c1	108	101	104	105	105	105	96	77	99
Cc1cccc2nnc(-c3ccccc3)n12	95	108	98	104	94	124	109	85	108
Cn1c(-c2ccc(Br)cc2)c(O)c(=O)c2c(F)cccc21	43	34	42	105	69	54	48	26	57
OC(COc1ccccc1Cl)CN1CCOCC1 (stereo not drawn)	109	106	114	96	101	117	111	101	103
COc1cc2oc(-c3cccc(NC(=O)c4cccc([N+](=O)[O-])c4)c3)cc(=O)c2c(OC)c1OC	66	42	93	50	40	67	80	38	-8.9*
COc1cc2c(c(OC)c1OC)C(=O)CC(c1cccc(NC(=O)c3cccc(NC(=O)[C@H](C)N)c3)c1)O2 (stereo partly drawn)	94	96	116	78	74	90	95	63	92
COc1cc(C)c2sc3ccccc3c(=O)c2c1NCCN(C)C	66	45	62	53	54	77	54	32	67

Full records, looked up by structure.
COc1ccc(-c2nc(-c3ccc(OC)cc3)c3ccccc3n2)cc1 is listed with 786-0: 98; U251: 70; TK-10: 101; PC-3: 81; SN12C: 89; DU-145: 94; SF-295: 99; UO-31: 66; SF-539: 91
CNS(=O)(=O)c1ccc2ccccc2c1 is listed with 786-0: 108; U251: 101; TK-10: 104; PC-3: 105; SN12C: 105; DU-145: 105; SF-295: 96; UO-31: 77; SF-539: 99
C=C(C)[C@@H]1CC[C@]2(COCCC#N)CC[C@]3(C)[C@H](CC[C@@H]4[C@@]5(C)Cc6c([nH]c7ccccc67)C(C)(C)[C@@H]5CC[C@]43C)[C@@H]12 is listed with 786-0: 101; U251: 102; TK-10: 100; PC-3: 93; SN12C: 99; DU-145: 100; SF-295: 104; UO-31: 94; SF-539: 101

(more compounds)
SMILES	786-0	U251	TK-10	PC-3	SN12C	DU-145	SF-295	UO-31	SF-539
O=C(O)COc1ccc(F)cc1[N+](=O)[O-]	96	110	107	86	105	109	100	96	94
COC(=O)c1c2c(c[n+]([O-])c1C)C(=O)C(NCc1ccccc1)=CC2=O	10	-57*	39	-11*	-79*	-87*	-45*	-15*	-72*
CC(C)(C)N1CCC1CN (stereo not drawn)	96	117	106	nt	111	118	115	91	92
CSc1nc2sc3cccc(Cl)c3n2c(=N)c1C#N	nt	96	123	91	101	105	108	69	109
N#Cc1c(-c2ccc(Cl)cc2)nc(SCc2ccc(F)cc2)nc1N1CCNCC1	63	-71*	93	54	52	61	97	51	76
CN(C)Cc1c(-c2cccc(OC(F)(F)F)c2)[nH]c2ccc(N3CCCC3)cc2c1=O	89	89	108	65	85	91	83	75	83
NC(N)=N/N=C/CO	100	105	99	91	109	101	103	81	97
O=S(=O)(Nc1ccccn1)c1ccc(N=Nc2ccc(O)c3ncccc23)cc1	21	0.2*	-1.2*	-5.5*	5.5*	28	6.2*	-24*	11
O=C1c2ccccc2C(=O)N1CNc1cccc(NCN2C(=O)c3ccccc3C2=O)c1	113	97	115	83	117	116	123	83	98
CCCCCCC(=O)/C=C/c1ccc(OC)c(OC)c1	104	nt	111	102	104	113	nt	94	104

Shown with bars between the fields: part of the list above
compound | 786-0 | U251 | TK-10 | PC-3 | SN12C | DU-145 | SF-295 | UO-31 | SF-539
CN(C)Cc1c(-c2cccc(OC(F)(F)F)c2)[nH]c2ccc(N3CCCC3)cc2c1=O | 89 | 89 | 108 | 65 | 85 | 91 | 83 | 75 | 83
CSc1nc2sc3cccc(Cl)c3n2c(=N)c1C#N | nt | 96 | 123 | 91 | 101 | 105 | 108 | 69 | 109
O=C(COc1ccc(/C=C2\COc3ccccc3C2=O)cc1)Nc1nccs1 | 89 | 73 | 89 | nt | 114 | 107 | 112 | 73 | 86
Cc1cc(C)nc(/C=C(\NC(=O)c2ccccc2)c2ccccc2)c1 | 92 | 84 | 105 | 99 | 94 | 94 | 89 | 66 | 94
Cc1ccc(-c2csc(NC(=O)CCCCl)n2)cc1 | 87 | 95 | 99 | 95 | 89 | 100 | 83 | 74 | 96
CCOC(=O)c1ccc2c(c1)nc(NS(=O)(=O)c1ccc(C)cc1)n2-c1cc(OC)c(OC)c(OC)c1 | 99 | 101 | 98 | nt | 99 | 107 | 100 | 88 | 101
N/C(=N\c1nc2ccccc2o1)NC(=O)Nc1ccccc1 | 87 | 101 | 105 | 101 | 97 | 106 | 97 | 95 | 102

Remaining list, next part:
SMILES	786-0	U251	TK-10	PC-3	SN12C	DU-145	SF-295	UO-31	SF-539
CC1=C([Se]CC(OC(=O)[C@@H](CSSC(C)(C)C)NC(=O)C(C)(C)C)C(=O)NCCCCCC(=O)OCc2ccccc2)C(=O)c2ccccc2C1=O (stereo partly drawn)	-56*	-38*	-29*	-21*	2.4*	13	-28*	-78*	-69*
CCS(=O)(=O)C(C1CCCCC1)S(=O)(=O)CC	101	99	97	94	95	105	111	76	94
O=C(c1ccc(Cl)cc1)c1cccc(O)c1	92	94	108	93	110	105	106	81	107
O=C(CCCCCCNC(=O)c1cc(=O)c(O)co1)Nc1ccccc1	92	97	103	101	104	108	99	88	95
O=C(Nc1cccc(C(F)(F)F)c1)Nc1ccc(OCc2nnc(-c3ccccc3)o2)c(F)c1	60	29	60	5.1*	53	32	17	27	28
C1CCC(CCOCCC2CCCCC2)CC1	105	91	95	86	93	101	103	82	102
Cc1nn(-c2ccc(C#N)cc2)c(C)c1N=Nc1ccccc1	100	95	100	91	96	106	101	75	105
Cc1nc2ccccc2n1C(=O)/C=C/c1ccccc1	104	95	103	92	102	107	93	90	91
O=C(O)C(c1ccccc1)S(=O)(=O)O (stereo not drawn)	101	104	99	100	100	108	99	95	97
COc1ccc(C2=C(c3cn(C)c4ccccc34)C(=O)NC2)cc1OC	92	94	nt	84	85	103	95	56	88
O=C(Nc1ccccc1)NS(=O)(=O)c1c[nH]c(=S)[nH]c1=O	96	93	98	100	103	105	98	89	100
CCCCSc1ccc2nc(-c3ccc(OCCCN=C(N)N)cc3)cn2c1	39	13	110	54	88	73	53	77	9.5*
O=C1Nc2ccc(Cl)cc2/C1=C/c1c[nH]c2ccc(F)cc12	110	70	99	56	87	79	91	54	95
COc1ccc(C/C(C)=C(\c2ccccc2)c2ccc(OCCN)cc2)cc1	103	97	95	96	102	113	95	84	105
NC(N)=N/N=C/c1ccc(O)cc1	112	106	111	93	95	106	99	76	99
CC(C)(C)[N+](Cc1ccccc1)(Cc1ccccc1)Cc1ccccc1	102	98	112	93	102	108	100	75	114
O=C(O)CCC/C=C\C[C@H]1C=CC(=O)/C1=C/C[C@@H](O)C/C=C\CC(F)(F)F	107	69	128	81	88	99	108	108	109
Nc1cc(=O)[nH][nH]1	103&75	95&127	105&117	89&87	100&119	112&102	103&103	95&94	101&98
Cc1c(-c2ccc(Cl)cc2)n[nH]c1-c1[nH]nc(-c2ccc(Cl)cc2)c1C	94	106	138	92	96	107	101	nt	91
COc1ccc(C(c2ccccc2)c2ccc(OC)cc2)cc1	99	99	103	91	100	109	102	86	99
NS(=O)(=O)c1ccc(CN/C=C/C(=O)c2cc3ccccc3oc2=O)cc1	96	100	118	86	90	108	107	61	92
COc1ccc(/C=C\c2cc(OC)c(OC)c(OC)c2)c(NS(=O)(=O)c2ccc(C(C)(C)C)cc2)c1O	24	24	51	35	30	-0.4*	17	52	2.6*
CCCCCCCC/C=C\CCCCCCCCCCCC(=O)O	101	107	123	99	112	97	101	102	106
Cc1c(O)c2c(c(C)c1CCO)C(O)C(C)(CO)C2O (stereo not drawn)	108	103	107	99	105	108	103	90	106
Cc1c(C(=O)NNC(=O)c2ccccc2)sc2ncc(-c3ccc(Br)cc3)n12	103	101	128	105	103	117	97	100	103
C(=C\c1n(Cc2ccc3ccccc3c2)c2ccccc2[n+]1Cc1ccc2ccccc2c1)/c1ccc(-n2c3ccccc3c3ccccc32)cc1	92	71	110	83	93	106	96	87	103
NS(=O)(=O)c1ccc(N2C(=O)c3cc(Cl)c(Cl)cc3C2=O)cc1	106	103	101	99	102	111	106	83	95
